# Screens from PubChem BioAssay.
# NF-kB neuron act: activators of NF-kB expression in neurons, primary screen, cell-based, HTS; human neuronal cells, NF-kB reporter expression; active compounds read high; AID 1239, 2008; 190,000 compounds, 1.6% hits; fold change at 12.5 µM; in the data active = fold change above about 3.3
# STAT1 activator: STAT1 signaling activators, primary screen, cell-based, HTS, luciferase reporter. NIH 3T3 STAT1-luciferase reporter, IFN-gamma, luminescence; 100% = IFN-gamma alone, no compound. activation (% of control), % at 5.5 µM. 200,000 compounds, 2.6% hits;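 active = activation above the screen-wide mean activation plus 3 SD, cut at about 130% in these data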;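 also: raw ratio to IFN-gamma control signal so 100% means no change and 0% no light; values of inactives mirror those of a sister screen read the other way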
# Diaph inh CS: diaphorase inhibitors and chemical oxidizers, primary screen, counter-screen for diaphorase-coupled primary assays, biochemical, uHTS, resorufin fluorescence. AID 1217, 2008. 190,000 compounds, 0.69% hits. inhibition, % at 20 µM. diaphorase resazurin-to-resorufin fluorescence, NADH, 16 min; bacterial (C. kluyveri) enzyme, not human;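 active = primary screen inhibition at 20 µM above a set limit, cut at about 50% in these data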;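 also: plate controls were DMSO with full reaction for no effect and wells lacking NADH for full effect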
#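 Test system: diaphorase enzyme from Clostridium kluyveri; amount: diaphorase at 0.14 U/mL in enzyme working solution; detection: fluorescence of resorufin formed from resazurin, Ex 544/Em 590 nm; times: reaction incubation of 16 min at room temperature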
# Diaphorase act: compounds boosting diaphorase resazurin reduction – biochemical, uHTS, resorufin fluorescence, counter-screen for diaphorase-coupled primary assays, primary screen; Diaphorase/resazurin coupled assay, 16 min; active compounds read high; 1 = vehicle wells, 0 = NADH-free wells; activation factor at 20 µM; 190,000 compounds, 0.005% hits; AID 1229, 2008;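 active = diaphorase activity raised at least twofold by the compound at 20 µM; inactive = activation factor below 2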
#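 Material: purified diaphorase enzyme from Clostridium kluyveri / Medium: HEPES pH 7.4 buffer with MgCl2 and Tween 20 / Schedule: enzyme reaction of 16 min at room temperature / Measured by: resorufin fluorescence, excitation 544 nm, emission 590 nm / Evaluation: rise in resorufin formation, marking diaphorase activation or chemical reduction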
# FLuc inh counter: firefly luciferase enzyme inhibitors, primary screen, artefact control for luciferase-based inhibitor screens, biochemical, luminescence, ATPLite; inhibition, % at 10 µM; Luciferin 4-monooxygenase (Photinus pyralis), P08659; 10 min; 200,000 compounds, 1.5% hits;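 active = inhibition above about 50% when tested at 10 µM, limit read from the data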
# FLuc stim CS: FLuc activators, initial screening, artefact control for FLuc-dependent activation tests, biochemical, ATPlite luminescence; 200,000 tested, under 10 active; activation factor at 10 µM; ATPlite luciferase biochemical, 10 min; 0 = ATP-free wells, 1 = DMSO control; Luciferin 4-monooxygenase (Photinus pyralis), P08659; AID 1027, 2008;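 active = luciferase activation factor, scaled between plate controls, of at least 2 with compound at 10 µM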
#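 System: luciferase plus luciferin reagent, cell-free; medium: PBS as buffer for the ATP substrate; dosing: test compounds dosed from 2 mM stocks in 100% DMSO; timing: 10 min post-reagent at room temperature; measured by: luminescence measurement of luciferase light output; evaluation: luciferase activation, seen as luminescence increase over controls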
# TLR4 MyD88 comp: inhibitors of TLR4-MyD88 association in cells, primary screen, cell-based, HeLa CL3-4, BLA complementation, FRET ratio. 200,000 compounds, 0.18% hits. HeLa CL3-4 TLR4/MyD88 BLA complementation. inhibition, % at 8.4 µM. Toll-like receptor 4 (Homo sapiens) + Myeloid differentiation primary response protein …; in the data active = inhibition above about 25%;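 also: 0% = vehicle and 100% = reference inhibitor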
# APP 5'UTR act: activators of APP 5'UTR luciferase reporter, primary screen, SH-SY5Y cells. 190,000 compounds, 1% hits. SH-SY5Y APP 5'UTR luciferase reporter, luminescence; zero percent = DMSO vehicle wells. AID 1276, 2008. activation, % at 2 µM;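 active = activation above a set limit, based on mean plus 3 SD of controls, cut at about 140% in these data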; also: values of inactives mirror those of a sister screen read the other way
# APP 5UTR inh: inhibitors of APP translation via 5'UTR reporter, primary screen, APP 5'UTR luciferase, SH-SY5Y cells. inhibition, % at 2 µM. 190,000 compounds, 0.82% hits. SH-SY5Y APP 5'UTR-luciferase reporter, luminescence;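 active = inhibition above a set limit, derived from the sample mean plus 3 SD, cut at about 45% in these data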; also: values of inactives mirror those of a sister screen read the other way
# G6PDH CS: L. mesenteroides G6PDH inhibitors, counter-screen for G6PDH-coupled screening assays, biochemical, Leuconostoc mesenteroides enzyme. glucose-6-phosphate dehydrogenase [Leuconostoc mesenteroides]. Purified L. mesenteroides G6PDH, diaphorase/resazurin coupled fluorescence, 45 min. inhibition, % at 5 µM. 200,000 compounds, 0.12% hits. AID 1020, 2008; in the data active = inhibition above about 50%
# Numbers without * were called inactive. Compounds as they come; any-hit rate near 5.6%.
item	smiles	NF-kB neuron act	STAT1 activator	Diaph inh CS	Diaphorase act	FLuc inh counter	FLuc stim CS	TLR4 MyD88 comp	APP 5'UTR act	APP 5UTR inh	G6PDH CS
1	CCCCCOc1ccc(NC(=O)C(=O)NCCCn2ccnc2)cc1	0.79	92	-2	1	-5	1.1	-3	7	-7	-5
2	O=c1c2ccccc2cnn1-c1ccc(Cl)cc1	5.1*	166*	13	0.9	42	0.6	16	117	-117	6
3	CCOC(=O)CCC(NC(=O)CCC(=O)NC(CCC(=O)OCC)C(=O)OCC)C(=O)OCC (stereo unspecified)	1.1	106	10	0.9	-2	1	-6	11	-11	6
4	COCc1cc(C)nc(SCC(=O)Oc2ccc(Cl)cc2)c1C#N	1.1	108	-8	1.1	-6	1.1	7	12	-12	8
5	CCOc1ccc(C2Nc3ccccc3C(CC)(CC)O2)cc1 (stereo unspecified)	1.2	105	12	0.9	-6	1.1	-25	18	-18	-1
6	Cc1ccc(-n2nnnc2SCC(=O)Nc2nc(-c3ccc(F)cc3)cs2)cc1C	1.4	95	2	1	-6	1.1	0	-1	0	3
7	O=C1CCCc2ccccc2N1Cc1cccc(Cl)c1	1.5	93	13	0.9	-2	1	-2	3	-3	3
8	CC1CN(C2CCN(S(=O)(=O)Cc3ccccc3)CC2)CC(C)O1 (stereo unspecified)	1.1	96	14	0.9	-10	1.1	8	-6	6	7
9	O=C(CN1CCN(c2ccc(O)cc2)CC1)NC(=O)NCc1ccco1	1.5	102	21	0.8	-5	1	-5	-1	1	-5
10	NC(=O)c1ccccc1NC(=O)CS(=O)(=O)Cc1ccccc1	1	95	-8	1.1	-2	1	11	-3	3	9
11	Cc1nnn(-c2nonc2N)c1C(=O)NNC(=O)c1ccc(Cl)c(Cl)c1	1.1	97	15	0.9	1	1	-5	-6	6	12
12	Cc1cccc(Cc2nnc(NC(=O)c3cccc(S(=O)(=O)N4CCOCC4)c3)s2)c1	0.99	105	9	0.9	-2	1	-6	-6	6	20
13	O=C(N/N=C\c1ccc(Sc2ccccn2)o1)c1cccc(F)c1	1.3	106	4	1	-2	1	5	-1	1	3
14	COc1nonc1NCn1nc(C)cc1C	1.1	97	5	1	-6	1.1	-3	1	-1	-3
15	CCOC(=O)c1oc2nc(C(C)C)c3c(c2c1N)CCC3	1.3	99	25	0.7	-4	1	-5	-15	14	-3
16	CS(=O)(=O)N1CCCC(C(=O)NCc2ccccn2)C1 (stereo unspecified)	1.6	103	7	0.9	-4	1	11	5	-5	9
17	CN=c1sc2ccccc2n1CC(O)c1ccccc1 (stereo unspecified)	1	101	10	0.9	-10	1.1	-11	-23	23	16
18	COc1cc(CO)ccc1OCC(=O)Nc1ccc(Br)cc1	1.8	113	9	0.9	-1	1	-1	33	-33	5
19	Cc1ccc(C(=O)CSc2n[nH]c(C)n2)cc1	1.5	100	17	0.8	-2	1	-4	9	-9	3
20	C/C(CC(=O)Nc1cccc(C(F)(F)F)c1)=N\NC(=O)C(=O)NCC(C)C	1.3	97	5	0.9	-2	1	-12	12	-12	9
21	Cc1cccc(C(=O)Nc2ccc(O)c3c(=O)cc(-c4ccccc4Cl)oc23)c1	1.3	111	1	1	-5	1.1	4	12	-12	11
22	O=C(Nc1ccncc1)c1ccc(S(=O)(=O)Nc2ccccc2)cc1	1.1	88	13	0.9	0	1	-6	-16	16	11
23	CC(=O)Nc1nc(-c2ccccc2)c(-c2ccccc2)o1	0.93	103	5	1	-3	1	-4	7	-7	3
24	O=C(Nc1cccc(Cl)c1N1CCCC1)c1ccc([N+](=O)[O-])o1	1.3	102	2	1	-1	1	1	18	-18	3
25	COc1ccc(CNC(=O)c2sc3nc4c(c(C(F)(F)F)c3c2N)CCC4)cc1OC	1	97	25	0.8	2	1	-4	2	-2	6
26	Cn1c(SCCC#N)nnc1-c1ccc(F)cc1	1.1	101	9	0.9	-6	1.1	-7	-1	1	4
27	COc1ccc(CCNC(=O)CSc2nc3c(c(=O)n(C)c(=O)n3C)n2C(C)C)cc1OC	0.87	104	18	0.8	-1	1	0	12	-12	1
28	c1ccc2c(c1)CC(N1CCCCC1)c1ccccc1N2 (stereo unspecified)	0.94	93	0	1	-10	1.1	5	13	-13	-3
29	CCOc1ccccc1C(=O)NC(CO)C(=O)O (stereo unspecified)	1.2	108	16	0.8	-3	1	-1	-4	4	6
30	COc1ccccc1NC(=O)COC(=O)[C@@H]1CCCN1C(=O)c1cccs1	1.2	104	5	1	-4	1	-8	10	-10	1
31	CC(C)(C)NC(=O)NC(=O)COC(=O)CNS(=O)(=O)c1ccc(Br)cc1Cl	1.1	99	16	0.8	-5	1	-15	18	-18	2
32	CCCc1cc(=O)[nH]c(SCC(=O)Nc2cc(C)on2)n1	1	100	-11	1.1	1	1	1	9	-9	4
33	CCOC(=O)c1ccccc1NC(=O)CSc1ncc(C(=O)OCC)c(N)n1	0.75	95	2	1	-5	1.1	-9	-13	13	14
34	CCc1c(C)sc(NC(=S)NC(C)C2CCCO2)c1C(=O)OC (stereo unspecified)	1.1	96	22	0.8	-7	1.1	-11	19	-19	-1
35	O=C(CN(Cc1cccs1)C(=O)CNS(=O)(=O)c1ccc(Cl)cc1)NCc1ccco1	1.3	101	11	0.9	-6	1.1	-13	-17	17	1
36	CC(C)Cn1c(-c2ccncc2)n[nH]c1=S	1.1	91	-2	1	2	1	7	-11	11	-2
37	O=c1c2nnn(Cc3ccccc3)c2ncn1-c1ccccc1	1.1	94	9	0.9	0	1	-11	9	-9	9
38	COc1ccc(CNC(=O)N2CCN(c3ccc(F)cc3)CC2)cc1Cl	1.2	102	14	0.9	-8	1.1	4	23	-22	-4
39	Cc1cnc(C(=O)OCC(=O)Nc2cc(S(=O)(=O)N3CCCCC3)ccc2Cl)cn1	1.4	99	20	0.8	-5	1.1	-1	-6	6	3
40	CC(C)OC(=O)NCCOC(=O)Nc1ccc(Cl)c(Cl)c1	0.89	87	6	0.9	-1	1	-2	-7	7	6
41	Cc1ccc(NC(=S)Nc2cccc3cnccc23)cc1C	0.96	90	39	0.6	0	1	-8	22	-22	56*
42	O=C(Nc1cccnc1Cl)c1cc([N+](=O)[O-])ccc1Cl	1.1	104	2	1	-1	1	-1	30	-30	6
43	COc1cc(OC)cc(-n2nc(C(=O)NCCCN3CCOCC3)c3ccccc3c2=O)c1	1.1	104	18	0.8	-5	1.1	-4	-19	19	0
44	Cc1ccc(C(=O)C(=S)N2CCOCC2)cc1	1.1	100	9	0.9	-6	1.1	-11	27	-27	-2
45	Nc1sc2c(c1C(=O)NCCc1ccccc1)CCC2	1.2	99	12	0.9	0	1	-15	13	-13	12
46	Cc1ccc(-n2c(CNC(=O)c3cccs3)nnc2SCC(=O)NO)cc1	1.7	96	13	0.9	-2	1	-11	-2	2	3
47	Cc1ccc(-c2cnc(N)n2C)cc1C	1.7	107	8	0.9	-3	1	-2	6	-6	8
48	NC(=O)NCc1ccccc1F	1.1	101	6	0.9	-2	1	-1	22	-22	0
49	CCN1CCN(CC(=O)N2N=C(c3cccs3)CC2c2ccc(OC)c(OC)c2)C(=O)C1=O (stereo unspecified)	1.4	99	-1	1	-7	1.1	-14	-1	1	2
50	Cc1ccc(CNC(=O)CCc2nc(-c3cccs3)no2)cc1	1.1	97	21	0.8	-5	1	14	-10	10	1
51	Cc1ccccc1-c1ccc(=O)n(CC(=O)Nc2ccc(N3CCOCC3)cc2)n1	0.82	128	3	1	4	1	-8	6	-6	0
52	O=C(Nc1nc(-c2ccccc2)cs1)Nc1ccc(F)cc1F	1	96	0	1	-9	1.1	-6	11	-11	7
53	NS(=O)(=O)c1cc(C(=O)OCC(=O)NC2CC2)ccc1Cl	0.96	101	11	0.9	-6	1.1	13	-13	13	-8
54	COC(=O)c1cc(OC)c(OC)cc1NC(=O)c1ccco1	0.72	109	-2	1	-8	1.1	8	1	-1	10

# Part of the list above, with one line to a screen:
42. O=C(Nc1cccnc1Cl)c1cc([N+](=O)[O-])ccc1Cl
43. COc1cc(OC)cc(-n2nc(C(=O)NCCCN3CCOCC3)c3ccccc3c2=O)c1
44. Cc1ccc(C(=O)C(=S)N2CCOCC2)cc1
45. Nc1sc2c(c1C(=O)NCCc1ccccc1)CCC2
46. Cc1ccc(-n2c(CNC(=O)c3cccs3)nnc2SCC(=O)NO)cc1
47. Cc1ccc(-c2cnc(N)n2C)cc1C
48. NC(=O)NCc1ccccc1F
49. CCN1CCN(CC(=O)N2N=C(c3cccs3)CC2c2ccc(OC)c(OC)c2)C(=O)C1=O (stereo unspecified)
50. Cc1ccc(CNC(=O)CCc2nc(-c3cccs3)no2)cc1
51. Cc1ccccc1-c1ccc(=O)n(CC(=O)Nc2ccc(N3CCOCC3)cc2)n1
Assay by compound,42,43,44,45,46,47,48,49,50,51
NF-kB neuron act,1.1,1.1,1.1,1.2,1.7,1.7,1.1,1.4,1.1,0.82
STAT1 activator,104,104,100,99,96,107,101,99,97,128
Diaph inh CS,2,18,9,12,13,8,6,-1,21,3
Diaphorase act,1,0.8,0.9,0.9,0.9,0.9,0.9,1,0.8,1
FLuc inh counter,-1,-5,-6,0,-2,-3,-2,-7,-5,4
FLuc stim CS,1,1.1,1.1,1,1,1,1,1.1,1,1
TLR4 MyD88 comp,-1,-4,-11,-15,-11,-2,-1,-14,14,-8
APP 5'UTR act,30,-19,27,13,-2,6,22,-1,-10,6
APP 5UTR inh,-30,19,-27,-13,2,-6,-22,1,10,-6
G6PDH CS,6,0,-2,12,3,8,0,2,1,0
